# Source: PubChem BioAssay (The Scripps Research Institute Molecular Screening Center)
# ASAP1 GAP inh = inhibitors of human ASAP1 ArfGAP activity, primary screen, biochemical, fluorescence polarization. AID 624377, 2012. ASAP1-stimulated ARF1 GTP hydrolysis, GDP FP detection. hit rate 0.19% among 360,000. inhibition, % at 16.5 µM; in the data active means inhibition above about 25%;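 further: 0% = vehicle with enzyme and substrate and 100% = no enzyme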
# Target sequence (Q9ULH1 325-724 limits assumed): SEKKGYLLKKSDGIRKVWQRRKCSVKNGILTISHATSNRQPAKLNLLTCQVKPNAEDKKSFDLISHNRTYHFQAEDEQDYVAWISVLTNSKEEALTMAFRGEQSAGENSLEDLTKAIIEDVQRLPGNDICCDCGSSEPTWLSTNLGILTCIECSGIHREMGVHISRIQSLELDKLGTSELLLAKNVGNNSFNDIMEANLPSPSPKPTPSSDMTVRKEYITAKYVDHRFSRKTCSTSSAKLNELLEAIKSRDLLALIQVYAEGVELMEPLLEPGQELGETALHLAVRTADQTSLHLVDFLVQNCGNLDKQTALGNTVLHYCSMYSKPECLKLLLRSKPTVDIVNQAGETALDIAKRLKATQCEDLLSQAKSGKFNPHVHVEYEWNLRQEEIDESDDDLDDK
# LEDGF integ inh = blockers of LEDGF/p75-dependent integrase strand transfer – biochemical, TR-FRET, high throughput, primary screen | HIV-1 integrase (with human LEDGF/p75) | TR-FRET IN-LEDGF/p75 DNA integration, Eu/Cy5 | inhibition, % at 3.7 µM | hit rate 0.64% among 370,000;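 active means inhibition above the screen-wide mean plus 3 SD, cut at about 13% in these data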;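 further: signal is the Cy5 over europium emission ratio at 671 and 618 nm; 0% = plate median of compound wells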
# ARFGAP1 inhibitor = inhibitors of rat ARFGAP1 GAP activity, primary screen, biochemical, fluorescence polarization, GDP tracer. hit rate 0.26% among 360,000. inhibition, % at 16.5 µM. ADP-ribosylation factor GTPase-activating protein 1 (Rattus norvegicus), Q62848. Arfgap1-stimulated ARF1 GTP hydrolysis, GDP FP detection. AID 651572, 2012;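 active means inhibition above a per-plate limit, mean inhibition of low control wells plus 3 SD, cut at about 25% in these data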;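 further: 0% = DMSO wells with enzyme and 100% = wells lacking Arfgap1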
# Target sequence (Q62848 1-136 limits assumed): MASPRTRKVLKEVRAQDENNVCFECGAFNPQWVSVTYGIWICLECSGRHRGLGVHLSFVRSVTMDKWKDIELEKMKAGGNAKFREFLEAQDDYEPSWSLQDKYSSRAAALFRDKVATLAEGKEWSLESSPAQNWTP
#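 System: truncated rat Arfgap1 GAP domain / Medium: HEPES-based buffer, pH 7.5 / Also added: N-terminally truncated human ARF1-GTP substrate / Incubation: enzyme reaction 120 min at 25 °C after 20 min preincubation / Measured by: FP of antibody-bound GDP Alexa 633 tracer, ex 620/em 688 nm / Replicates: singlicate, each compound tested once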
# PLC-gamma1 inh = PLC-gamma1 enzyme inhibitors, primary screen, biochemical, fluorescence, purified enzyme; fluorogenic substrate; inhibition, % at 12.2 µM; 1-phosphatidylinositol 4,5-bisphosphate phosphodiesterase gamma-1 (Homo sapiens), P19174; hit rate 0.84% among 370,000; in the data active means inhibition above about 9.5%
# proKLK7 act = proKLK7 zymogen activators, primary screen, biochemical, fluorescence intensity; hit rate 0.9% among 370,000; activation, % at 7 µM; AID 652039, 2013; purified proKLK7, EDANS-DABCYL substrate fluorescence; 100% is mature enzyme control, 0% vehicle; Kallikrein-7 (Homo sapiens), P49862;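 active means activation above the mean of all tested compounds plus 3 SD, computed per campaign excluding outliers beyond control limits, cut at about 13% in these data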
# ADAM17 inh = ADAM17 inhibitors, primary screen, biochemical, QFRET; Disintegrin and metalloproteinase domain-containing protein 17 (Homo sapiens), P78536; recombinant ADAM17, EDANS/DABCYL FRET peptide cleavage; inhibition, % at 6.95 µM; hit rate 0.83% among 370,000; AID 720648, 2013;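 active means inhibition above the mean of compounds lying between control limits plus 3 SD, set per campaign, cut at about 8.5% in these data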;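 further: 0% = DMSO-only wells as the low control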
# TDP2 absorb = human TDP2 enzyme inhibitors, primary screen, biochemical, epi absorbance, recombinant enzyme; T5PNP hydrolysis, p-nitrophenol absorbance 415 nm; inhibition, % at 12.8 µM; hit rate 0.34% among 370,000; AID 720702, 2013;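 active means inhibition above the mean of all tested compounds plus 3 SD, set per campaign, cut at about 25% in these data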;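 further: 0% = DMSO with enzyme and 100% = buffer with substrate but no TDP2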
#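 Assay system: recombinant human TDP2 / Reagent: T5PNP substrate at 5 mM, a TopII-DNA adduct mimic / Measured by: epi absorbance from released p-nitrophenol / Evaluation: % inhibition relative to enzyme-containing and enzyme-free wells / Control set: enzyme-free and DMSO wells / Replicates: each compound tested once, singlicate / Schedule: enzyme reaction with compound for 2 h at 37 °C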
# Tn6 DDE FP = inhibitors of Tn6 peptide binding to fibrin DD(E), primary screen, biochemical, fluorescence polarization, human fibrin, Tn6 probe; Fibrinogen beta chain (Homo sapiens), P02675; Fibrin DD(E) TRITC-Tn6 fluorescence polarization displacement; inhibition, % at 8.3 µM; hit rate 0.21% among 370,000;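 active means inhibition above a per-campaign cutoff: mean of compounds within control limits plus 3 SD, cut at about 15% in these data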;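 further: 0% = median of all compound wells on the plate and 100% = blocking peptide control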
# Target sequence (P02675 whole entry, looked up): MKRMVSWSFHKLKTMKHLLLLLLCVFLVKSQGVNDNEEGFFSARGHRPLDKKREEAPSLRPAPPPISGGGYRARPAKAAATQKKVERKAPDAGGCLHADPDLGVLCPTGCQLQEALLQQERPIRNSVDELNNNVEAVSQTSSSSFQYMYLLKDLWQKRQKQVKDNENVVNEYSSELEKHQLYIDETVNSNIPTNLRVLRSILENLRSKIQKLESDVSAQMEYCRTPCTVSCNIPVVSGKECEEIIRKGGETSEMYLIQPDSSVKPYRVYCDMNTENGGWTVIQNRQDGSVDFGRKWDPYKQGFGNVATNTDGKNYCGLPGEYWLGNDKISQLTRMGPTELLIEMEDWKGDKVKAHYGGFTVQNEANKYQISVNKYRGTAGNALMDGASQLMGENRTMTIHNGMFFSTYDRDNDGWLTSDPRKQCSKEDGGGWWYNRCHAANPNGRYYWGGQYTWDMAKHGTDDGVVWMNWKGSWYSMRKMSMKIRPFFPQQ
# DDE Tn7 FP inh = inhibitors of Tn7 peptide binding to fibrin DD(E), primary screen, biochemical, fluorescence polarization, human fibrin, Tn7 probe; Fibrinogen beta chain (Homo sapiens), P02675; FP displacement of FITC-Tn7 peptide from fibrin DD(E); 0% = median of compound wells per plate; inhibition, % at 8.3 µM; hit rate 0.13% among 370,000;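 active means inhibition above the mean of compounds falling within the control limits plus 3 SD of them, cut at about 14% in these data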;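 further: 0% = plate median of compound wells and 100% = 10 µM Aha-Tn7 peptide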
#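 Assay system: Fibrin-DD(E) protein isolated from polymerized human fibrin clots; read-out basis: percent inhibition; medium: Tris/NaCl/CaCl2 buffer, pH 7.8; signal: FP measurement; incubation: 10 min plus 3 h, room temperature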
# ADAM10 inh = human ADAM10 inhibitors, primary screen, biochemical, QFRET, HTS; Disintegrin and metalloproteinase domain-containing protein 10 (Homo sapiens), O14672; recombinant ADAM10, EDANS/DABCYL FRET peptide cleavage, 3 h; inhibition, % at 7 µM; hit rate 0.62% among 370,000;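 active means inhibition above a per-campaign cutoff equal to the mean of compounds falling between control-based bounds plus 3 SD, cut at about 20% in these data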;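 further: 0% = DMSO wells while the 100% control is not disclosed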
# Numbers without * were called inactive; i = inactive; x = no result given.
SMILES,ASAP1 GAP inh,LEDGF integ inh,ARFGAP1 inhibitor,PLC-gamma1 inh,proKLK7 act,ADAM17 inh,TDP2 absorb,Tn6 DDE FP,DDE Tn7 FP inh,ADAM10 inh
O=C(CNC(=O)N1CC(=O)Nc2ccccc21)Nc1cccc(F)c1,-0.6,0.7,3.9,3.0,1.3,-3.5,4.3,-3.4,-2.3,-8.7
COc1ccc(C2CC(c3cccs3)=NN2C(=S)Nc2ccccc2)cc1OC (stereo not drawn),1.4,-0.8,2.8,-24.0,-1.0,-1.6,-11.7,-1.2,-3.0,-9.8
CCOc1ccc(CNC(c2ccccc2)c2ccccc2)cc1,-2.1,-2.4,5.8,-1.9,-0.5,0.4,-18.3,8.5,6.4,4.2
CC1CCCCN1C(=O)c1c([N+](=O)[O-])cnn1C (stereo not drawn),-2.9,2.4,-1.9,0.1,-0.2,2.2,-4.7,1.0,-3.2,6.0
CCc1cccc(C)c1NC(=O)COC(=O)C1CCN(S(=O)(=O)c2ccccc2)CC1,0.5,-1.1,-1.1,1.7,0.3,-0.3,0.2,-0.4,-6.8,-0.6
Cc1noc(NS(=O)(=O)c2ccc(NC(=O)COc3ccccc3)cc2)c1C,-6.6,4.2,3.3,1.1,1.0,-2.2,-3.6,0.1,-0.8,3.7
OC[C@@H]1CN(Cc2cccnc2)C[C@H](n2cnc3c(N4CCOCC4)ncnc32)O1,-1.8,-1.9,-51.2,0.8,0.1,-0.8,8.2,1.6,2.4,-18.1
Cc1nn(CC(=O)NCCCN2CCN(C)CC2)c(=O)c2cc(-c3ccccc3)nn12,-17.1,0.5,2.0,-0.8,0.7,-1.3,-0.7,1.7,4.1,2.4
N/C(=N\NS(=O)(=O)c1ccccc1C(F)(F)F)c1ccccn1,5.9,-1.9,9.3,1.0,0.1,-3.5,12.5,-2.5,-0.6,-5.2
O=C(NCC1CCN(C(=O)C(=O)c2cccs2)CC1)c1ccncc1,7.4,-5.0,2.8,-0.3,0.0,1.3,-0.2,0.6,-0.6,1.4
NS(=O)(=O)c1ccc(NC(=O)c2cc(=O)c3ccccc3o2)cc1,-5.6,-11.1,-1.1,-2.3,0.2,-0.5,-7.8,-3.8,0.1,0.3
CCN1CCN(C(=O)CN(c2cccc(Br)c2)S(=O)(=O)c2ccccc2)CC1,-16.3,4.3,1.6,2.7,-0.2,0.5,12.5,-11.0,1.7,2.4
N#Cc1ccc(C(C(=O)NC2CCCCC2)n2c(=O)c(-c3cc4ccccc4[nH]3)nc3ccccc32)cc1 (stereo not drawn),11.1,-0.3,12.4,i,-62.3,-77.9,4.3,-5.2,-7.6,-223.7
CCC(C)n1c(SCC(=O)NC2CCS(=O)(=O)C2)nc2ccccc2c1=O (stereo not drawn),5.5,-0.2,-17.1,-0.3,0.2,-1.6,16.2,-4.7,0.5,2.4
Cc1ccccc1NC(=O)CCC(=O)N/N=C/c1c[nH]c2ccccc12,2.7,1.5,5.5,1.2,0.0,-6.9,0.1,13.4,7.5,-6.5
COc1ccc(C2(CCN=Cc3ccc(N(C)C)cc3)CCOC(C)(C)C2)cc1 (stereo not drawn),-20.4,2.4,-3.1,-0.3,0.1,-1.2,14.3,0.2,-5.6,-0.5
CCCCn1c(SCC(=O)N2CCCC2)nc2c1c(=O)n(C)c(=O)n2C,9.0,3.8,7.0,4.0,0.6,-2.6,-2.9,-2.2,-1.1,-7.7
COc1cc(OC)cc(C(=O)Nn2cnnc2)c1,2.0,2.8,1.9,0.0,0.2,-2.0,12.7,1.9,-5.0,-3.9
Nc1nc(-c2ccc([N+](=O)[O-])cc2)cc(=O)[nH]1,-6.7,7.2,-11.3,5.3,0.3,4.5,-8.6,-1.0,-4.7,-1.5
Cc1ccc(S(=O)(=O)N2CCC(C(=O)N[C@@H](Cc3ccccc3)C(=O)O)CC2)cc1,-4.6,5.1,2.8,4.9,-0.1,-0.2,5.8,8.6,-6.3,3.1

# In the list so far, these contain an aryl thioether with sulfur outside any ring:
SMILES,ASAP1 GAP inh,LEDGF integ inh,ARFGAP1 inhibitor,PLC-gamma1 inh,proKLK7 act,ADAM17 inh,TDP2 absorb,Tn6 DDE FP,DDE Tn7 FP inh,ADAM10 inh
CCC(C)n1c(SCC(=O)NC2CCS(=O)(=O)C2)nc2ccccc2c1=O (stereo not drawn),5.5,-0.2,-17.1,-0.3,0.2,-1.6,16.2,-4.7,0.5,2.4
CCCCn1c(SCC(=O)N2CCCC2)nc2c1c(=O)n(C)c(=O)n2C,9.0,3.8,7.0,4.0,0.6,-2.6,-2.9,-2.2,-1.1,-7.7

# A few values from the entries so far.
# `CCOc1ccc(CNC(c2ccccc2)c2ccccc2)cc1` | ADAM10 inh = 4.2
# `COc1ccc(C2CC(c3cccs3)=NN2C(=S)Nc2ccccc2)cc1OC` (stereo not drawn) | ASAP1 GAP inh = 1.4

# The list continues:
SMILES,ASAP1 GAP inh,LEDGF integ inh,ARFGAP1 inhibitor,PLC-gamma1 inh,proKLK7 act,ADAM17 inh,TDP2 absorb,Tn6 DDE FP,DDE Tn7 FP inh,ADAM10 inh
CN(C)C=NC(=O)c1cc(C(=O)c2ccc(C(C)(C)C)cc2)c[nH]1,-1.6,4.5,2.9,-2.3,0.1,-1.1,1.8,-6.8,-6.2,-4.8
CC(OC(=O)CNC(=O)COc1ccccc1)C(=O)N(C)Cc1ccccc1 (stereo not drawn),-0.8,3.6,-4.4,2.6,-0.4,-1.3,-10.7,5.7,5.5,-1.2
COc1ccc(-c2cn3cccnc3n2)cc1NC(=O)C(C)C,-15.4,0.6,-7.7,-482.7,8.3,-153.3,8.9,-3.8,7.7,i
COc1ccc(-c2noc(N3CCC(C(=O)NCc4ccc(F)cc4)CC3)n2)cc1,10.6,3.2,-6.8,-2.0,-0.4,-3.7,-0.9,4.9,11.4,-6.1
CC(=O)c1ccc(Nc2c3c(nc4ccccc24)CCCC3)cc1,0.9,0.2,-2.3,-20.9,0.2,-2.5,1.5,-7.4,-11.8,-3.4
COc1ccc(C2CC(=O)c3c(O)cc(O)cc3O2)cc1O (stereo not drawn),-2.5,-0.8,-1.8,-0.1,-0.3,-1.5,3.7,1.5,2.6,-11.7
N#Cc1ccccc1NCCCN1CCC(C(O)(c2ccccc2)c2ccccc2)CC1,x,12.4,x,-5.8,-0.6,-4.3,-8.1,-6.8,-2.7,-26.1
C[C@@H](C(=O)NCc1ccccc1)[C@H]1C[C@]1(C)[C@H](NC(=O)OCc1ccccc1)c1ccccc1,-1.1,-2.2,3.4,0.0,0.8,-0.6,-1.1,1.2,5.4,14.4
O=C(c1ccc(N2CCCCC2)c([N+](=O)[O-])c1)N1CCOCC1,14.3,-1.5,11.9,1.2,-0.2,-2.4,4.5,2.0,0.1,-5.5
Cc1cccc(C)c1OCC(=O)Nc1cccc(NC(=O)c2ccco2)c1,20.7,0.3,13.7,3.2,-0.3,0.4,-1.1,-3.6,-3.9,2.3
CCCn1nnnc1SCC(=O)NC1CCCC1,-16.6,2.7,1.0,3.6,-0.7,2.4,2.0,-9.1,-3.8,-0.7
N#Cc1ccc(-c2nc3ccc(Cl)cn3c2Cc2ccsc2)cc1,11.2,2.4,3.8,-13.4,-0.5,-10.1,-0.5,-4.0,-8.2,-35.4
O=C(Nc1ccccc1C(F)(F)F)c1ccc2nccnc2c1,-6.0,-1.2,12.6,-5.6,-0.5,-2.4,-11.8,1.8,-3.0,-3.0
CCOc1cc(NS(C)(=O)=O)c(OCC)cc1NC(=O)c1cccs1,5.5,0.2,8.6,-4.7,0.1,-4.3,12.6,9.7,8.6,-6.0
COc1ccc2c(c1)C1C=CCC1C(c1cc3c(cc1Br)OCO3)N2 (stereo not drawn),17.4,3.2,0.8,2.7,0.1,9.1*,-21.6,-5.9,-3.0,22.2*
Cc1ccc(CN2CCN(Cc3cccc(C)n3)CC2CCO)cc1 (stereo not drawn),-9.9,1.2,8.6,-3.0,-0.3,-2.6,-2.2,-3.2,3.2,-7.8
Cc1nc(N)nc(Cl)c1Cc1ccc(Cl)cc1,-8.8,-0.5,1.0,-2.4,0.1,-2.6,9.4,0.9,3.3,-4.4
CCN1CCN(S(=O)(=O)c2ccc(Cl)c(C(=O)N(C)CCOc3ccc(Cl)cc3)c2)CC1,-8.8,3.2,-0.6,2.0,0.2,-2.6,-15.9,-2.6,-8.3,2.0
S=C(Nc1ccc(Cl)c(Cl)c1)NN1CCOCC1,8.0,0.4,2.4,8.9,-0.6,0.5,0.5,3.3,-4.5,1.7
O=C(C1CC1)N(Cc1nc2ccccc2c(=O)[nH]1)Cc1cccs1,4.6,-0.5,-9.6,0.7,0.1,-1.2,22.8,-1.0,-3.6,6.3
COc1ccccc1CN(CC(=O)NCc1ccc2c(c1)OCO2)C(=O)c1ccc2c(c1)OCCO2,0.3,-1.1,5.8,1.5,-0.1,-3.7,-9.4,-1.7,2.3,-1.9
Fc1ccccc1CNCCC(Cc1ccccc1)c1ccc2c(c1)OCO2 (stereo not drawn),-3.7,-0.8,7.4,4.1,0.1,-0.1,4.9,-2.0,0.2,6.7
C/C(=N\NC(=O)c1ccc(O)cc1)c1cccc(NC(=O)c2ccc(Cl)cc2)c1,7.7,0.0,-0.4,-3.3,0.6,-3.2,-6.8,8.8,-0.4,1.3
Cc1cccc(N2C(=O)CC(NNc3nc4ccccc4s3)C2=O)c1 (stereo not drawn),16.5,0.4,-8.5,2.2,-0.4,0.2,-4.5,-1.0,1.6,11.7
CCCCCCSC1=C(C#N)C(c2ccc(O)cc2)CC(=O)N1 (stereo not drawn),0.7,-0.6,0.0,-0.4,0.4,1.6,-1.4,4.7,-1.4,14.5
CN(Cc1ccccc1)C(=O)c1[nH]cnc1C(=O)Nc1ccon1,-3.0,-1.1,-8.9,1.8,0.8,-1.4,5.0,-2.0,5.0,6.2
O=C(Nc1ccc(C(=O)N2CCOCC2)cc1)Nc1ccc(Cl)cc1Cl,-13.1,0.9,0.7,0.6,0.0,-7.5,-5.3,0.3,1.3,-12.7
